High-throughput results (PubChem BioAssay)
LMPTP inh = LMPTP (human) inhibition. recombinant LMPTP-A, OMFP fluorogenic substrate, fluorescence intensity. actives 0.22% (n = 360,000). AID 651560. P24666. inhibition, % at 20 µM;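 active = compounds that cut the enzyme signal by at least half of the control window in the single-dose screen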;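 note: plate controls were DMSO wells with enzyme plus substrate for no effect and substrate without enzyme for full effect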
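Assay system: LMPTP-A, protein tyrosine phosphatase of low molecular weight / Medium: pH 6.0 Bis-Tris buffer with DTT and Triton X-100 / Schedule: 50 min enzyme reaction at room temperature, protected from light / Measured by: endpoint fluorescence intensity from OMFP dephosphorylation / Read-out basis: % inhibition relative to no-enzyme and uninhibited control wells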
Rpn11 block = Rpn11 (human) deubiquitinase inhibition; O00487; calls only at 20 µM; actives 0.59% (n = 360,000); AID 588493; human 26S proteasome, Ub4-pepOG fluorescence polarization; 20S core pre-blocked with epoxomicin;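 active = inhibition at 20 µM, scaled to each plate's controls, above about 33%, limit read from the data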
DNMT1 block = DNMT1 (human) enzyme inhibition; P26358; DNMT1 molecular beacon, Hinp1I cleavage, fluorescence; inhibition (reported as % activation of signal), % at 10 µM; actives 0.83% (n = 360,000); AID 588458; in the data active = inhibition above about 50%
Neddylation inh = inhibitors of human cullin neddylation | P61081+Q13564 | calls only at 25 µM | TR-FRET cullin neddylation, biochemical | actives 0.58% (n = 360,000) | AID 651699; in the data active = inhibition above about 36%
Target sequence (P61081 whole entry, looked up): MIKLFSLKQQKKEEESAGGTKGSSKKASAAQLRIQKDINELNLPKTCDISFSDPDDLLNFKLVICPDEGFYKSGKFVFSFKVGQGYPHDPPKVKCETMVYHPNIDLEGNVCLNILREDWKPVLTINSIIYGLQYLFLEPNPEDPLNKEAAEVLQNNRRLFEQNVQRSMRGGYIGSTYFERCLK
Target sequence (Q13564 whole entry, looked up): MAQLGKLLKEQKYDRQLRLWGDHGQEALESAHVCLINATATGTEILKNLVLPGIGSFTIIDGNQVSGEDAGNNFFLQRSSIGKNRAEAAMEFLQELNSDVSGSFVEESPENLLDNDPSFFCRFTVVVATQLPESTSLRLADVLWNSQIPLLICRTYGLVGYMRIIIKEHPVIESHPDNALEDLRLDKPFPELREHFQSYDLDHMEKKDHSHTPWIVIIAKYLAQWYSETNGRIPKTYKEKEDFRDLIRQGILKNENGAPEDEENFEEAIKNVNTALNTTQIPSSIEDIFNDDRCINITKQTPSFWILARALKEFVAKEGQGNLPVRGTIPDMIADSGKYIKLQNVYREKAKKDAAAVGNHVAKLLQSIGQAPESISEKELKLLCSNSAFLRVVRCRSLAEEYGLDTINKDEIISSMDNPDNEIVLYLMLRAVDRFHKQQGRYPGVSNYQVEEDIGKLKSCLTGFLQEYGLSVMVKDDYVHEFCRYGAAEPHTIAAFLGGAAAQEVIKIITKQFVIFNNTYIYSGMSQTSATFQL
NadD inh = NadD (S. aureus) enzyme inhibition. purified NadD enzyme, colorimetric absorbance read-out. inhibition, % at 20 µM. actives 0.78% (n = 360,000); in the data active = inhibition above about 26%; note: some compounds past the cut are filed as inactive
SUMO1-SIM PPI = alters human SUMO1 binding to SIM partners; SUMO1 binding to a labelled peptide, TR-FRET, 1 h; inhibition, % at 20 µM; actives 0.33% (n = 360,000); in the data active = inhibition above about 37%
Target sequence (P63165 whole entry, looked up): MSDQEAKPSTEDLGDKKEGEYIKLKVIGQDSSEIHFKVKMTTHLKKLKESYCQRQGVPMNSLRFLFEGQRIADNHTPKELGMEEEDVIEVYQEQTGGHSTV
Scp1 inh = blocks human Scp-1 phosphatase activity; Recombinant Scp1, phosphopeptide, malachite green phosphate absorbance; actives 0.88% (n = 340,000); Q9GZU7; inhibition, % at 20 µM;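 active = inhibition above about 50% at 20 µM, limit read from the data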;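 note: plate controls were DMSO wells with enzyme for no effect and wells lacking enzyme for full effect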
Target sequence (Q9GZU7 76-261 limits assumed): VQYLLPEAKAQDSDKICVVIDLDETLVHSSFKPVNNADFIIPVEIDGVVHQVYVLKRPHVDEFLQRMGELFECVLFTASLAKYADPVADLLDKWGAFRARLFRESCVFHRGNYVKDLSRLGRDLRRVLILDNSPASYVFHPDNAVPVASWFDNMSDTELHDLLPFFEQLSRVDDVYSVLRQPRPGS
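Incubation: 45 min enzyme reaction at room temperature / System: truncated SCP-1 phosphatase (76-261aa) / Reagent: Phospho 17-mer peptide substrate / Buffer or medium: Acidic Tris acetate buffer with magnesium and detergent / Signal: absorbance at 630 nm / Doses: one concentration, 20 µM, with 1.0% DMSO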
Rin1 Abl inh = human Rin1-Abl interaction inhibition; P00519+Q13671; AID 588664; inhibition, % at 7.35 µM; TR-FRET Rin1/Abl binding, biochemical; actives 0.4% (n = 360,000); in the data active = inhibition above about 5%, passing the limit was not always enough
CSN deneddyl inh = CSN deneddylation inhibition; Purified CSN, SCF-Nedd8-OG deneddylation, fluorescence polarization; inhibition, % at 12.5 µM; Q92905; actives 0.38% (n = 360,000);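 active = pattern-corrected inhibition above about 35%, with an unprinted fluorescence ratio check between 0.5 and 1.5, limit read from the data, passing the limit was not always enough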;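 note: 0% = enzyme with substrate and 100% = substrate without enzyme; some results filed as inactive read as strong as hits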
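Assay system: Purified human Csn5 enzyme expressed in HEK293T cells | Amount: Enzyme 0.24 nM | Measured by: Fluorescence polarization readout | Medium: Tris/NaCl/DTT buffer, pH 7.5 | Compound dosing: One concentration, 12.5 µM, 0.25% DMSO | Times: 90 min incubation of compound, enzyme and substrate at room temperature | Control set: no-enzyme wells high, enzyme-with-substrate wells low | Read-out: % inhibition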
STEP block = inhibitors of human striatal-enriched phosphatase STEP | inhibition, % at 20 µM | actives 0.25% (n = 360,000) | P54829 | AID 588621 | recombinant STEP, OMFP fluorogenic substrate, fluorescence;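 active = inhibition at 20 µM, scaled per plate between control wells, above about 37%, limit read from the data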;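 note: 0% = DMSO with enzyme and substrate and 100% = substrate only without enzyme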
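Material: STEP (striatal-enriched tyrosine phosphatase) enzyme, cell-free; Compound dosing: 20 µM single dose in 1% DMSO; Technique: fluorescence read at 480 nm ex / 540 nm em; Times: reaction 20 min, ambient temperature; Medium: 50 mM Bis-Tris pH 6.0 with 2.5 mM DTT and 0.005% Tween 20; Also added: OMFP at 25 µM.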
Starred values were filed as active, the others as inactive; i = inactive; nt = no result given.

Sample of the layout (13 entries):
SMILES	LMPTP inh	Rpn11 block	DNMT1 block	Neddylation inh	NadD inh	SUMO1-SIM PPI	Scp1 inh	Rin1 Abl inh	CSN deneddyl inh	STEP block
CCN1C(=O)[C@H]2[C@@H](c3ccc(C(F)(F)F)cc3)N[C@]3(CCCN(Cc4ccc(OC)cc4)C3=O)[C@H]2C1=O	-2.3	i	3	i	-5	1	nt	-1	-3	2
CC(=O)N1CCN(C(=O)c2cc(-c3cccc4ccccc34)nc3ccccc23)CC1	-0.3	i	-1	i	2	0	-7	-6	3	2
CC(C)C[C@H]1CN([C@@H](Cc2ccc(O)cc2)CN2CCC[C@H]2CN2C(=O)C(=O)NC[C@@H]2Cc2ccc(O)cc2)C(=O)C(=O)N1CCc1ccccc1	-0.5	nt	nt	i	20	-1	nt	nt	-3	nt
CCOC(=O)[C@]12CCCC=C1N(Cc1ccc(Cl)cc1Cl)C(=O)[C@H](CC(=O)NCCc1ccccc1OC)C2	6.0	nt	nt	i	-3	-2	nt	nt	-5	nt
O=C(Cc1ccccc1)Nc1cc([N+](=O)[O-])ccc1N1CCOCC1	-2.3	i	-3	i	-2	-27	-9	-8	6	2
COc1ccc(C(=O)N/C(=C/c2ccc(Cl)cc2)C(=O)Nc2ccc(C(=O)O)cc2)cc1	-1.0	i	0	i	0	-5	-15	3	5	0
OC[C@H]1O[C@@H](c2nc(-c3nc(-c4ccc(F)cc4)no3)cs2)[C@H](O)[C@@H]1O	0.3	i	4	i	-1	4	nt	5	1	4
CCOc1ccc(NC(=O)c2c(NC(=O)CN3CCCC3)sc3c2CCC3)cc1	1.6	i	-1	i	-7	-1	-5	1	-5	2
COc1ccc(-c2cc(C(=O)OCC(=O)NC(C)(C)C)c3ccccc3n2)cc1	0.6	i	-3	nt	-8	-30	nt	-4	1	-2
Cc1nnc(SCc2cc(=O)[nH]c(=S)[nH]2)s1	-3.4	i	2	i	1	1	6	-2	1	0
CCn1c(SCC(=O)NC2CCCc3ccccc32)nnc1-c1cccs1 (centres undefined)	1.0	i	11	i	1	-3	20	-2	-1	1
CC(C)C[C@H](CO)N(Cc1ccccc1)S(=O)(=O)N(Cc1ccccc1)[C@@H](CO)CC(C)C	0.4	i	-17	i	-9	4	-4	1	1	1
COc1cccc(C2=NN(C(=O)c3ccc(C)o3)C(O)(C(F)(F)F)C2)c1 (centres undefined)	1.6	i	14	i	-8	3	-2	1	5	-4

Main list (from the top)
SMILES	LMPTP inh	Rpn11 block	DNMT1 block	Neddylation inh	NadD inh	SUMO1-SIM PPI	Scp1 inh	Rin1 Abl inh	CSN deneddyl inh	STEP block
CCN1C(=O)[C@H]2[C@@H](c3ccc(C(F)(F)F)cc3)N[C@]3(CCCN(Cc4ccc(OC)cc4)C3=O)[C@H]2C1=O	-2.3	i	3	i	-5	1	nt	-1	-3	2
CC(=O)N1CCN(C(=O)c2cc(-c3cccc4ccccc34)nc3ccccc23)CC1	-0.3	i	-1	i	2	0	-7	-6	3	2
CC(C)C[C@H]1CN([C@@H](Cc2ccc(O)cc2)CN2CCC[C@H]2CN2C(=O)C(=O)NC[C@@H]2Cc2ccc(O)cc2)C(=O)C(=O)N1CCc1ccccc1	-0.5	nt	nt	i	20	-1	nt	nt	-3	nt
CCOC(=O)[C@]12CCCC=C1N(Cc1ccc(Cl)cc1Cl)C(=O)[C@H](CC(=O)NCCc1ccccc1OC)C2	6.0	nt	nt	i	-3	-2	nt	nt	-5	nt
O=C(Cc1ccccc1)Nc1cc([N+](=O)[O-])ccc1N1CCOCC1	-2.3	i	-3	i	-2	-27	-9	-8	6	2
COc1ccc(C(=O)N/C(=C/c2ccc(Cl)cc2)C(=O)Nc2ccc(C(=O)O)cc2)cc1	-1.0	i	0	i	0	-5	-15	3	5	0
OC[C@H]1O[C@@H](c2nc(-c3nc(-c4ccc(F)cc4)no3)cs2)[C@H](O)[C@@H]1O	0.3	i	4	i	-1	4	nt	5	1	4
CCOc1ccc(NC(=O)c2c(NC(=O)CN3CCCC3)sc3c2CCC3)cc1	1.6	i	-1	i	-7	-1	-5	1	-5	2
COc1ccc(-c2cc(C(=O)OCC(=O)NC(C)(C)C)c3ccccc3n2)cc1	0.6	i	-3	nt	-8	-30	nt	-4	1	-2
Cc1nnc(SCc2cc(=O)[nH]c(=S)[nH]2)s1	-3.4	i	2	i	1	1	6	-2	1	0
CCn1c(SCC(=O)NC2CCCc3ccccc32)nnc1-c1cccs1 (centres undefined)	1.0	i	11	i	1	-3	20	-2	-1	1
CC(C)C[C@H](CO)N(Cc1ccccc1)S(=O)(=O)N(Cc1ccccc1)[C@@H](CO)CC(C)C	0.4	i	-17	i	-9	4	-4	1	1	1
COc1cccc(C2=NN(C(=O)c3ccc(C)o3)C(O)(C(F)(F)F)C2)c1 (centres undefined)	1.6	i	14	i	-8	3	-2	1	5	-4
CCn1nnnc1-c1ccc(OC)c(S(=O)(=O)Nc2ccc(C)c(C)c2)c1	0.5	i	-6	i	0	3	-7	-1	1	0
Cc1c(Cl)cccc1NC(=O)Nc1cc(C(C)(C)C)on1	1.4	i	1	i	-7	-8	34	2	2	-2
CCOC(=O)/C=C1\SCC(=O)N1CC(=O)NC(c1ccccc1)c1ccccc1	-1.2	i	0	i	-5	-3	-8	2	4	2
CN(C)CCCNC(=O)C(=O)NCC1OCCN1S(=O)(=O)c1cc(F)ccc1F (centres undefined)	-6.3	i	-23	i	-4	-112	-7	-1	1	-4
O=C(COC(=O)c1nc(Cl)ccc1Cl)NNC(=O)c1cccs1	-0.6	i	-1	i	-2	6	-4	-1	5	-2
CN(C(=O)c1ccc(NC(=O)C2CC=CCC2C(=O)O)cc1)c1ccccc1 (centres undefined)	-0.8	i	10	i	-4	1	-8	-5	-2	2
CCOCCn1c(N2CCN(c3ccc(OC)cc3)CC2)nc2c1c(=O)n(C)c(=O)n2C	3.9	i	1	i	-1	2	4	3	-5	0
O=C(CC1(O)C(=O)Nc2cc(Cl)cc(Cl)c21)c1ccccc1O (centres undefined)	0.1	i	-1	i	0	-2	-4	1	-3	-1
Cc1ccc2c(c1)C(O)(CC(=O)c1cccnc1)C(=O)N2 (centres undefined)	-0.1	i	4	i	-3	-26	11	0	-1	5
COCCn1c(=O)c2c(nc3n2CC(C)CN3CCc2ccccc2)n(C)c1=O (centres undefined)	1.0	i	3	i	0	1	3	2	-2	-5
Cc1cc(OCCCCCn2ccnc2)cc(C)c1Cl	-0.3	i	-7	i	-4	-2	-4	1	8	-2
CCOc1ccccc1Nc1nnc(SCc2nnc(-c3cc(OC)c(OC)c(OC)c3)o2)s1	2.1	i	-7	i	-1	7	-3	0	-4	3

Next part:
SMILES	LMPTP inh	Rpn11 block	DNMT1 block	Neddylation inh	NadD inh	SUMO1-SIM PPI	Scp1 inh	Rin1 Abl inh	CSN deneddyl inh	STEP block
Cc1cccc(NC(=O)CCNS(=O)(=O)c2cccc3nonc23)c1C	-1.6	i	3	i	4	1	5	2	0	3
O=C(CCC(=O)NCc1ccccc1)NCc1ccccc1	1.2	i	4	i	-4	10	3	3	3	-1
COc1ccc(CCNC(=O)CCNS(=O)(=O)c2cccc3nsnc23)cc1OC	-0.9	i	0	i	-1	-19	0	3	2	-2
N#Cc1c(NC(=O)c2ccc(N3CCOCC3)c([N+](=O)[O-])c2)sc2c1CCCC2	0.5	i	3	i	8	0	-8	4	3	5
O=C(NCc1ccco1)Nc1cccc([N+](=O)[O-])c1	-1.6	i	3	i	-9	-34	-2	-2	-1	3
COCCN1C[C@@H](CO)O[C@@H](n2cnc3c(N4CCCC4)ncnc32)C1	0.5	i	-1	i	-5	-3	nt	0	-5	0
CCOCCCNc1nc(C(F)(F)F)nc2c1nnn2Cc1ccccc1Cl	3.5	i	2	i	-6	2	21	0	3	-1
COc1cc(S(=O)(=O)N(Cc2cccs2)C2CC2)ccc1-n1cnnn1	-0.8	i	1	i	-8	0	-14	-1	-1	2
O=C(O)CSc1nc(-c2ccccc2)cc(=O)[nH]1	-0.4	i	-2	i	-1	2	-7	-1	-1	-2
Cc1c(NC(=O)CSc2nncc3ccccc23)c(=O)n(-c2ccccc2)n1C	-1.7	i	-1	i	2	2	-5	-2	-3	-3
CCOC(=O)/C(=N\Nc1cc(C(F)(F)F)ccc1Cl)N(CC)CC	2.1	i	8	i	0	10	-3	1	3	4
COc1cccc2cc(-c3n[nH]c(=S)n3C)oc12	-1.4	i	-1	nt	-5	-5	-3	-9	-1	4
COc1ccc(C2CC(=O)C=C(NCCC(C)C)C2)cc1 (centres undefined)	2.4	i	-5	i	1	2	-7	-2	3	-2
CCCCOc1ccc(Cc2cnc(N)nc2N)cc1	26	i	-4	i	-7	4	-1	1	-2	-4
O=C(COC(=O)CCNS(=O)(=O)c1ccccc1)NC(=O)Cc1ccccc1	-0.9	i	2	i	-3	0	-8	5	-4	9
COc1ccc(Br)cc1C(=O)Nc1ccc(NC(=O)c2ccco2)cc1	0.1	i	2	nt	7	-1	-10	-1	-1	-1
O=C(CSc1nc2[nH]ncc2c(=O)[nH]1)Nc1ccccc1	-1.2	i	0	i	-3	-2	3	-1	-1	-2
O=C(/C=C/c1ccc(Cl)cc1)N1CCN(CCN2C(=O)c3cccc4cccc(c34)C2=O)CC1	1.4	i	-3	i	-2	-19	-1	0	5	0
Cc1ccc(-n2nc(C(=O)O)cc2-c2ccc(Cl)cc2)cc1	0.2	i	1	i	-2	5	-8	2	-8	0
CCOC(=O)c1sc(NC(=O)CN2C(=O)C3CC=CCC3C2=O)nc1C (centres undefined)	-1.0	i	-1	i	-2	-3	-3	4	-1	3
OC(CN1CCCCC1)CN(c1ccccc1)c1ccccc1 (centres undefined)	-2.0	i	-1	i	-6	-3	-11	0	0	0
CN(C)S(=O)(=O)c1ccc(NS(=O)(=O)/C=C/c2ccccc2)cc1	-0.7	i	0	i	-5	10	-9	3	0	0
CC(=O)c1sc(NC(=O)COc2ccc(Cl)cc2Cl)nc1C	-0.4	i	5	i	4	2	-21	2	1	0
Cc1nn(-c2ccccc2)c(N)c1N=Nc1ccccc1	1.7	i	-4	i	-5	-18	1	-3	-5	-5
CCN1CCN(c2ccc(S(=O)(=O)N3CCOCC3)cc2NC(=O)/C=C/c2ccc(OC)c(OC)c2)CC1	1.6	i	1	i	3	-14	-6	-5	-8	0
O=C(CN1C(=O)CSC1=O)c1ccccc1	-0.7	i	0	i	-3	2	-5	1	2	2
COCCNC(=O)C1(C)CCCN(C(=O)COc2ccccc2)C1 (centres undefined)	-1.5	i	3	i	-4	1	nt	1	2	-2
CC(C)CN1CCC(=O)N(CCN=[N+]=[N-])CC1	-0.7	i	2	i	-5	-5	-12	3	-1	-1
COC(=O)c1cn(NC(=O)c2cccc(F)c2)c(=O)c2ccccc12	-0.8	i	5	i	-4	7	-8	5	3	2
Cc1[nH]c(=O)c(C#N)c(C)c1CSc1ncccn1	-1.5	i	2	i	-5	-2	4	-3	2	0
